RECQ1 inh: blocks DNA unwinding by human RECQ1 | P46063 | RECQ1 DNA unwinding, red fluorescence kinetic read | Potency, µM (top dose mostly 57.3 µM), without a hit: at the top dose activity, negative = inhibition, most hits filed as inhibitors | 240,000 compounds, 0.54% hits | AID 2549;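 further: plate controls were vehicle for no effect and no enzyme for full effect; nearly all actives have a fitted effect of over 30% in size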
Target sequence (P46063 whole entry, looked up): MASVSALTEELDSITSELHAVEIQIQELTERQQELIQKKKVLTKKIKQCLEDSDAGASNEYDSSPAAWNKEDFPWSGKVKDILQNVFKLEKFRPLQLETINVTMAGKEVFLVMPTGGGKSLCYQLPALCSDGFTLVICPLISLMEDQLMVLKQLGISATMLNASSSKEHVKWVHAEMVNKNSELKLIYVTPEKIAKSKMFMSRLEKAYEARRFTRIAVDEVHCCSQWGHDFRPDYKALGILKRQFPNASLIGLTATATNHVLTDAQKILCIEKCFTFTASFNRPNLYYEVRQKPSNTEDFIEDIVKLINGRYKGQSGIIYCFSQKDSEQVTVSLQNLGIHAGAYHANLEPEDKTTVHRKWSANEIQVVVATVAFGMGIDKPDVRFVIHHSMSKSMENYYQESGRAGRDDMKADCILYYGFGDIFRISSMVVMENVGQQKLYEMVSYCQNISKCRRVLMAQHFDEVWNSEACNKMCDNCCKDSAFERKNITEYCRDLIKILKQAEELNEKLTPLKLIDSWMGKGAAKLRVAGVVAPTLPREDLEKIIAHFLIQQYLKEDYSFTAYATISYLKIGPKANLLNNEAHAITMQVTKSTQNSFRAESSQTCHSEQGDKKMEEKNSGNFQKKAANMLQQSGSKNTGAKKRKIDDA
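50 nM RECQ1T1 preincubated 15 min with compound in Tris pH 8.0 buffer with MgCl2, DTT, Tween-20 and 2.5 ug/ml poly(dI-dC); started with 200 nM TAMRA/BHQ-2 forked duplex and 2 mM ATP. Unwinding read as fluorescence (525/598 nm), two reads 2 h apart.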
L3MBTL1 inh: blocks human L3MBTL1; 230,000 compounds, 0.66% hits; AlphaScreen L3MBTL1–H3K9me1 peptide binding; Potency, µM (series often up to 57.1 µM), without a hit: at the highest dose activity, negative = inhibition, most hits filed as inhibitors; Q9Y468; further: on the % scale 0 is the no-effect control and ±100 the full control effect; nearly all actives have a fitted effect of over 60% in size
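First, the protein-peptide complex forms for 30 min at room temperature (L3MBTL1 50 nM, biotinylated H3K9me1 peptide 75 nM). Next, compounds are pin-transferred and incubated 30 min. Finally, AlphaScreen beads are added and read after 30 min.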
Tau fibril ThT: inhibitors of human tau fibril formation, thioflavin T binding; Potency, µM (doses to about 57.4 µM), without a hit: top-dose activity, negative = inhibition, most hits filed as inhibitors; 270,000 compounds, 2.1% hits; AID 1460; recombinant tau K18 P301L, heparin-induced fibrillization, ThT fluorescence; further: on the % scale 0 is the no-effect control and ±100 the full control effect; nearly all actives have a fitted effect of over 55% in size
Target sequence (P10636 561-689 P618L limits assumed): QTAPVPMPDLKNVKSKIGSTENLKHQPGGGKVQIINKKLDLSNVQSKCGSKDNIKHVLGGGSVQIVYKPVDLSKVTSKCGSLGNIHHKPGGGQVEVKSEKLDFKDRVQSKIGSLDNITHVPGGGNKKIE
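Tau K18 P301L fragment (15 uM unlabeled plus 0.24 uM Alexa 594-labeled) in 100 mM sodium acetate pH 7 with compound, fibrillization induced by 20 uM heparin for 6 hr at 37 C. Thioflavin T (30 uM) added, fluorescence read after 1 hr (ex 450, em 510 nm).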
Tau fibril FP: blocks human tau fibril formation measured by polarization. P10636. K18 P301L tau heparin fibrillization, Alexa594 FP, 6 h. Potency, µM (series often up to 57.7 µM), for the others: at the highest dose activity, negative = inhibition, hits mostly inhibitors. 280,000 compounds, 0.39% hits. AID 1468; further: on the % scale 0 is the no-effect control and ±100 the full control effect; nearly all actives have a fitted effect of over 55% in size
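Human tau K18 […] P301L fragment, 15 uM unlabeled plus 0.24 uM Alexa 594-labeled tau (final), with compound and 20 uM heparin in 100 mM sodium acetate pH 7; 6 hr at 37 C, then Alexa 594 FP read.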
TR SRC2 fluor cs: Texas Red fluorescence interference in TRb-SRC2 counter-screen; 280,000 compounds, 0.29% hits; AID 1479; TRb/SRC2 Texas Red total fluorescence interference; Potency, µM (highest dose often 106 µM), for the others: top-dose fluorescence change, negative = quenching; active means well fitted curve in either direction with a large enough effect; inconclusive means small, poorly fitted or top-dose-only effect; further: on the % scale 0 is the no-effect control and ±100 the full control effect
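Flags fluorescent or light-absorbing compounds by total fluorescence, S + 2P, at 555 nm excitation and 632 nm emission. Mixture: 20 nM Texas Red SRC2 peptide, 0.6 uM human TRb LBD, 1 uM T3, 5% DMSO; compound exposure 5 h at ambient temperature.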
Tau fluor cs: counter-screen for tau fibril formation inhibitors | tau K18 P301L Alexa594 fluorescence, heparin fibrillization | Potency, µM (titrated, usually from 57.7 µM), for inactives: at the top dose activity change, negative = decrease | 280,000 compounds, 0.93% hits | AID 1463; further: on the % scale 0 is the no-effect control and ±100 the full control effect; nearly all actives have a fitted effect of over 55% in size
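Human tau K18 P301L (15 uM unlabeled, 0.24 uM Alexa 594-labeled) in 100 mM sodium acetate pH 7 with 20 uM heparin, 6 hr at 37 C. ThT 30 uM added, 1 hr ambient; Alexa 594 FP and total fluorescence read at 555/632 nm.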
TRb SRC2 PPI: TRbeta-SRC2 interaction inhibition | P10828 | TRbeta-SRC2 peptide binding, fluorescence polarization; receptor liganded with 1 µM T3 | Potency, µM (top dose mostly 106 µM), without a hit: at the top dose activity change, negative = inhibition, most hits filed as inhibitors | 280,000 compounds, 0.065% hits | AID 1469;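 further: plate controls were bound peptide for no effect and peptide without receptor for full effect; nearly all actives have a fitted effect of over 50% in size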
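Assay buffer: 20 mM Tris-HCl, 100 mM NaCl, 10% glycerol, 1 mM EDTA, 0.01% NP-40, 1 mM DTT, 1 uM T3, 5% DMSO; TRb LBD 0.6 uM, Texas Red SRC2 20 nM; FP after 5 hr.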
HTT cytoprotect: Huntington cell model cytoprotection by ATP luminescence. Potency, µM (series often up to 56.4 µM), for inactives: cytoprotection (ATP increase), usual class: activators. 230,000 compounds, 0.14% hits. PC12 HTT-Q103 induced, cytoprotection, ATP luminescence, 40 h;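 further: % of control where 0% means no effect; nearly all actives have a fitted effect of over 45% in size; toxic huntingtin expression switched on by the ecdysone agonist tebufenozide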
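Compounds were screened for protection of PC12 cells against cell death after tebufenozide induction (100 nM final) of mutant Huntingtin exon 1 (Q103) fused to GFP.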
Numbers without * were called inactive; i = inactive; ? = inconclusive; nt = not tested or not shown; & = joins results of further samples; [ ] = dose if it differs, or a comment. Unless noted, the call rests on the fitted dose curve; in most records, active means well fitted curve in the direction sought with a large enough effect; inconclusive means small, poorly fitted or top-dose-only effect, or another doubt; inactive means no such curve, though single readings can be large; an effect the other way counts as inactive or inconclusive. Potency means the concentration at half of the fitted maximal effect.

SMILES	RECQ1 inh	L3MBTL1 inh	Tau fibril ThT	Tau fibril FP	TR SRC2 fluor cs	Tau fluor cs	TRb SRC2 PPI	HTT cytoprotect
CSc1ncc(C(=O)Nc2cccc(C)c2C)c(-c2ccccc2)n1	nt	nt	?	-8.8%	1.4%	-22.5%	1.1%	nt
O=C(NNc1cccc(Cl)n1)Nc1ccccc1F	14.7%	12.4%	5.8%	3.6%	-0.7%	7.5%	1.6%	nt
Cc1ccc(-c2noc(CNS(=O)(=O)c3ccc(F)cc3)n2)cc1	nt	nt	2.5%	?	-1.3%	-10.8%	-6.1%	nt
CCCC1OC23CCCCC2C(C#N)(C(=N)O3)C1(C#N)C#N (stereo unspecified)	i	5.6%	?	-12.3%	9.0%	-8.5%	-20.7%	-13.3%
CC(=O)Nc1ncc(Cc2cccc(Cl)c2Cl)s1	i	-6.8%	5.0%	-0.1%	-0.2%	10.3%	-4.2%	nt
O=C(OCc1nnc(-c2ccccc2)o1)c1ccc2c(c1)OCO2	8.4%	49.8%[activator]	-16.8%	3.3%	-6.5%	-8.6%	-4.7%	22.3%[10 µM]
Cc1ccc(CNC(=O)CCS(=O)(=O)c2ccc(Br)s2)o1	i	-3.0%[11.4 µM]	-4.2%	-1.8%	2.1%	10.9%	-3.6%	-0.6%
Cc1ccc(C2C(C#N)=C(N)Oc3c2oc(CO)cc3=O)o1 (stereo unspecified)	39.8µM*	?	?	?	-9.1%	-19.7%	-0.7%	-2.4%
CCCOC(=O)Nc1ccccc1C(N)=O	-4.9%	2.0%	-5.5%	1.3%	0.2%	2.6%	-2.4%	-6.5%
Cc1ccc(N=Cc2c(O)cc(C)oc2=O)c(C)c1	i	4.7%	-0.6%	-1.0%	3.6%	3.7%	3.3%	nt
FC(F)(F)c1ccc(Oc2ccccc2Cl)nc1	i	0.0%	-0.8%	1.0%	-0.5%	4.5%	0.8%	-56.2%[inhibitor][1.9 µM]
CC(C)c1ccc(NC(=O)CCn2c(=O)c3cccn3c3ccccc32)cc1	nt	nt	-13.5%	6.6%	1.9%	-12.7%	7.6%	nt
COc1ccc(OC)c(N2C(=O)[C@@H]3C(c4ccccc4Cl)=NO[C@@H]3C2=O)c1	28.2µM*	3.55µM*	?	-9.7%	-10.2%	-20.6%	-23.5%	-4.5%[0.074 µM]
CN1C(=O)C(O)(C2COC(C)(C)CC2=O)c2cc(Br)ccc21 (stereo unspecified)	-14.1%	nt	?	3.4%	-0.8%	3.9%	-10.1%	-112.8%[inhibitor][0.074 µM]
CCc1cc(-c2n[nH]c(=S)n2-c2cccc(C)c2)cs1	-6.6%	nt	-19.2%	1.6%	0.3%	-16.5%	3.4%	-8.7%
CSCCC(NC(=O)c1ccccc1)C(=O)NCc1ccco1 (stereo unspecified)	0.9%	-1.4%	-1.2%	-3.6%	-7.5%	6.1%	-7.0%	0.4%
Cn1nnnc1SCCCNCc1ccccc1OCc1ccc(Cl)cc1	nt	nt	-6.6%	-0.8%	5.3%	-9.3%	2.3%	nt
O=C(NC1CCCCC1)NC1CC2CCC(C1)N2C(=O)NCc1ccccc1 (stereo unspecified)	i	nt	-1.8%	-13.3%	3.0%	-17.8%	-17.2%	2.8%[10 µM]
Cc1ccc(S(=O)(=O)n2nc(C)c(S(=O)(=O)N3CCCCCC3)c2C)cc1	nt	nt	5.0%	-6.9%	-45.4%	0.1%	-0.7%	nt
CC(=O)Nc1ccc(NC(=O)CCSCCc2ccccn2)cc1	-5.5%	nt	-3.8%&-3.7%	-1.4%&-2.6%	0.6%&-0.4%	-0.5%&0.8%	-4.1%&-5.5%	-23.2%
O=C(Nc1ccccc1O)c1c(O)c2c([nH]c1=O)CCCC2	i	1.0%	?	12.9%	-1.9%	?	-0.1%	nt
Fc1cccc(CSc2ccc3nnc(-c4cccnc4)n3n2)c1	2.9%	nt	-10.4%	-4.0%	-1.3%	-6.2%	-5.4%	-44.1%[inhibitor]
Cc1cccc(-n2c(O)cnc2Nc2nc(C)cc(C)n2)c1	i	13.9%	-5.8%	5.3%	0.8%	0.4%	4.2%	-12.4%[10 µM]
CC1(C)CC(=O)C(C=NC2CC(C)(C)NC(C)(C)C2)=C(O)C1	11.5%	nt	7.7%	9.2%	-1.6%	14.7%	-8.2%	-21.5%
COc1cccc(NC(=S)N2CCN(c3ccccn3)CC2)c1	-7.4%	1.7%	-11.4%	-2.1%	-8.9%	-8.8%	-1.3%	12.5%[10 µM]
c1ccc(N2CCN(c3ccccc3)C2c2cccs2)cc1	i	nt	?	-0.9%	5.4%	?	2.4%	0.3%
FC(F)Sc1nnc(-c2cccs2)n1-c1ccccc1	-10.0%	-5.2%	1.1%	-1.0%	2.6%	5.8%	2.9%	4.5%[0.074 µM]
Cc1nc(CC(=O)Nc2ccc(C)c(C)c2)cs1	nt	nt	-16.2%	0.8%	-1.3%	-5.2%	2.0%	nt
Cc1cc(C)c(S(=O)(=O)Nc2ccc(-c3ccc(N4CCCCCC4)nn3)cc2)c(C)c1	nt	nt	-15.7%	4.3%	-3.2%	-23.9%	1.6%	nt
O=C(NC(=S)N1CCN(c2ccccn2)CC1)c1ccccc1	-5.7%	-4.1%	1.5%	1.3%	-2.5%	6.3%	-4.3%	nt

Seven entries drawn at random from those above, as already listed:
SMILES	RECQ1 inh	L3MBTL1 inh	Tau fibril ThT	Tau fibril FP	TR SRC2 fluor cs	Tau fluor cs	TRb SRC2 PPI	HTT cytoprotect
Cc1cc(C)c(S(=O)(=O)Nc2ccc(-c3ccc(N4CCCCCC4)nn3)cc2)c(C)c1	nt	nt	-15.7%	4.3%	-3.2%	-23.9%	1.6%	nt
Cn1nnnc1SCCCNCc1ccccc1OCc1ccc(Cl)cc1	nt	nt	-6.6%	-0.8%	5.3%	-9.3%	2.3%	nt
CC(=O)Nc1ccc(NC(=O)CCSCCc2ccccn2)cc1	-5.5%	nt	-3.8%&-3.7%	-1.4%&-2.6%	0.6%&-0.4%	-0.5%&0.8%	-4.1%&-5.5%	-23.2%
c1ccc(N2CCN(c3ccccc3)C2c2cccs2)cc1	i	nt	?	-0.9%	5.4%	?	2.4%	0.3%
CC(=O)Nc1ncc(Cc2cccc(Cl)c2Cl)s1	i	-6.8%	5.0%	-0.1%	-0.2%	10.3%	-4.2%	nt
CCCOC(=O)Nc1ccccc1C(N)=O	-4.9%	2.0%	-5.5%	1.3%	0.2%	2.6%	-2.4%	-6.5%
O=C(NNc1cccc(Cl)n1)Nc1ccccc1F	14.7%	12.4%	5.8%	3.6%	-0.7%	7.5%	1.6%	nt

Further structures follow:
SMILES	RECQ1 inh	L3MBTL1 inh	Tau fibril ThT	Tau fibril FP	TR SRC2 fluor cs	Tau fluor cs	TRb SRC2 PPI	HTT cytoprotect
O=C1CCCN1CCC1CCN(C(=O)Nc2ccccc2)CC1	-12.8%	-4.1%	-3.6%	4.7%	-0.2%	-0.1%	15.6%	0.4%
CCOC(=O)C1=C(C)N=c2s/c(=C3\C(=O)Nc4ccccc43)c(=O)n2C1c1ccc2c(c1)OCO2 (stereo unspecified)	7.5%	-7.8%	17.8µM*	?	-3.6%	?	-10.7%	-9.5%[10 µM]
COc1ccc(-c2csc3ncnc(Nc4cc(OC)cc(OC)c4)c23)cc1	nt	nt	-13.4%	-1.0%	-0.8%	-23.0%	-0.7%	nt
CCc1cc(C(=O)N/N=C/c2c(C)[nH]c3ccccc23)cs1	-1.7%	-9.3%	?	17.2%	-15.6%	?	4.0%	8.7%[10 µM]
Nc1nc(SCC(=O)c2cccc([N+](=O)[O-])c2)n[nH]1	-0.4%	-6.4%	?	?	-10.9%	-28.4%	-5.0%	2.3%[10 µM]
O=C(NCCN1CCCCCC1)C1CCC(CNS(=O)(=O)c2cccc3cccnc23)CC1 (stereo unspecified)	?	nt	?	2.5%	-4.1%	-3.9%	-0.9%	-6.8%
CC(C)(C)CC(=O)Nc1cccc2c1CCCC2	-4.3%	nt	-6.1%	-8.3%	-4.0%	-13.2%	2.1%	21.6%
Cc1ccc(S(=O)(=O)OCCc2ccccc2)cc1	-2.2%	nt	-6.0%	3.6%	-2.4%	-1.9%	7.3%	-25.9%
O=C(/C=C/c1ccc2c(c1)OCO2)N1CCN(c2ccccc2F)CC1	-8.6%	-4.3%	-16.7%	2.8%	0.7%	1.6%	2.2%	32.4%[0.074 µM]
FC(F)(F)c1cc(CCN2C(=S)NC[C@@H]2c2ccccc2)cc(C(F)(F)F)c1	9.6%	nt	1.0%	1.5%	0.8%	-7.1%	-3.0%	-2.9%[10 µM]
CCN(c1ccccc1)S(=O)(=O)c1cc(NC(=O)CSc2n[nH]c(=O)[nH]c2=O)ccc1Cl	-8.3%	1.4%	-1.2%	?	-1.1%	?	3.0%	-7.4%[10 µM]
CC(C)C1Oc2ccccc2N(CC(=O)NCCCN2C(C)CCCC2C)C1=O (stereo unspecified)	-2.9%	9.4%	2.3%	5.6%	-3.4%	-3.9%	2.3%	-18.8%[10 µM]
CCOc1ccc2c(c1)C(c1ccccc1)=NNC(c1ccccc1)=N2	i	?	4.9%	0.2%	3.9%	4.9%	-22.8%	11.8%[10 µM]
Cc1cc(N/N=C/c2cccc(Br)c2)nc2ccccc12	-0.4%	3.6%	?	9.9%	-1.8%	?	1.8%	-19.8%[10 µM]
COc1ccc([N+](=O)[O-])cc1NC(=S)Nc1ccccc1	i	nt	-22.5%	-8.8%	1.6%	-18.7%	1.8%	7.0%[10 µM]
CCOC(=O)c1c(C)c(C(=O)N2CCN(c3cccc(Cl)c3)CC2)c(C)n1C	-2.1%	-20.9%	-22.8%	5.7%	-1.0%	-7.6%	5.2%	-9.5%

Screening data: PubChem BioAssay, National Center for Advancing Translational Sciences (NCATS)

These rows are one share of the data. The share of hits here may be higher or lower than overall.
